# Assay outcomes (PubChem)
# SENP1 inh: human SENP1 catalytic domain inhibitors, primary screen, biochemical, FRET, uHTS; AID 624204, 2012; actives 0.21% (n = 360,000); Sentrin-specific protease 1 (Homo sapiens), Q9P0U3; inhibition, % at 10 µM; recombinant SENP1 catalytic domain, CyPet-SUMO1-YPet FRET cleavage;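 active = inhibition at least 30% at 10 µM, raw YFP signal under a set limit, fluorescence ratio 0.5 to 1.5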;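 also: 0% = enzyme with DMSO and 100% = no enzyme wells; some results filed as inactive read as strong as hits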
#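 system = hSENP1 catalytic domain, recombinant | reagent = SFCypet-SUMO1-SFYpet substrate at 25 nM | doses = one dose per compound, 10 µM, 0.5% DMSO | incubation = enzyme reaction for 50 min at room temperature, dark | measured by = FRET, CFP and YFP emission | controls = no-enzyme low, enzyme-DMSO high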
# APOBEC3G inh: APOBEC3G DNA deaminase inhibitors, primary screen, biochemical, fluorescence, single-stranded DNA substrate, uHTS; inhibition, % at 20 µM; AID 493012, 2011; DNA dC->dU-editing enzyme APOBEC-3G (Homo sapiens), Q9HC16; recombinant A3G, ssDNA deamination FAM/TAMRA fluorescence; actives 0.28% (n = 330,000);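 active = inhibition of at least 40% at 20 µM, with no more than 30% in the related APOBEC3A deaminase screen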;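 also: plate controls were DMSO wells with A3G for no effect and wells lacking A3G enzyme for full effect; some compounds called inactive have numbers as strong as hits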
# Target sequence (Q9HC16 whole entry, looked up): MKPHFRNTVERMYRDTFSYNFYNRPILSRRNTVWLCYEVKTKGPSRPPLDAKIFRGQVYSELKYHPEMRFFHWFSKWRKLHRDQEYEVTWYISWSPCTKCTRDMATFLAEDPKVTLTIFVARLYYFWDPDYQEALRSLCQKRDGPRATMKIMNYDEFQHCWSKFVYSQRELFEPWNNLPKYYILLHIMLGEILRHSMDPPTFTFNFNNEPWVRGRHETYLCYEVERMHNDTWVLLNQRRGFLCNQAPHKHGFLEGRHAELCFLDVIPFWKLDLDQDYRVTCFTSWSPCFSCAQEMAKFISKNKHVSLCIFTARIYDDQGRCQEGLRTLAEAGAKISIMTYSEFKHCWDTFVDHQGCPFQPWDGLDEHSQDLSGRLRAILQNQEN
# SENP6 block: SENP6 protease inhibitors, primary screen, biochemical, luminescence, uHTS; Sentrin-specific protease 6 (Homo sapiens), Q9GZR1; Recombinant SENP6 catalytic domain, aminoluciferin luminescence; inhibition, % at 10 µM; actives 1.8% (n = 330,000);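 active = inhibition above about 50% at the single tested dose, limit read from the data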;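 also: plate controls were DMSO wells with enzyme for no effect and DMSO wells lacking enzyme for full effect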
# SENP8 block-1: human SENP8 protease inhibitors, primary screen, biochemical, fluorescence, Nedd8 protein substrate, uHTS. Sentrin-specific protease 8 (Homo sapiens), Q96LD8. recombinant SENP8. inhibition, % at 20 µM. actives 0.64% (n = 360,000). AID 602440, 2012; in the data active = inhibition mostly above about 40%, no sharp cut-off; inactive = mostly below about 27%
# Target sequence (Q96LD8 whole entry, looked up): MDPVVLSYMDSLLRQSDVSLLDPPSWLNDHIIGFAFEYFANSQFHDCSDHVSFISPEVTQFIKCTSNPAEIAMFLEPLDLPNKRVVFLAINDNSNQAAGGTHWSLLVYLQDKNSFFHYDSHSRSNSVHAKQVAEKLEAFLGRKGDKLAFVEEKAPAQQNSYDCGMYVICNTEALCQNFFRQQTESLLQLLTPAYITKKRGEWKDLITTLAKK
# SENP7 inh: SENP7 protease inhibitors, primary screen, biochemical, luminescence, uHTS; Sentrin-specific protease 7 (Homo sapiens), Q9BQF6; recombinant SENP7, Z-RLRGG-aminoluciferin luminescence, 40 min; inhibition, % at 5 µM; actives 1.5% (n = 330,000);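 active = inhibition above about 50% at the single test dose, limit read from the data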;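 also: plate controls were DMSO with enzyme for no effect and no enzyme buffer wells for full effect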
# Target sequence (Q9BQF6 706-1050 limits assumed): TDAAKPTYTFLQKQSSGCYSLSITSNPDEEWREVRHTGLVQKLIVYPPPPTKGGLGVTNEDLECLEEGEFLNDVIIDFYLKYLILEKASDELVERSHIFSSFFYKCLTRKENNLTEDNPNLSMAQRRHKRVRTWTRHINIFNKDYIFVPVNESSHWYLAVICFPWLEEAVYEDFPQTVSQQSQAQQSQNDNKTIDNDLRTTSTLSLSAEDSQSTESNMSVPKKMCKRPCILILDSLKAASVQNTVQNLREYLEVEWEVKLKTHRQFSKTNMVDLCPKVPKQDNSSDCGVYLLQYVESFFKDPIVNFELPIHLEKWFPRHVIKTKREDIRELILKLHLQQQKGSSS
# UBC13 inh: UBC13 polyubiquitin chain formation inhibitors, primary screen, biochemical, TR-FRET, uHTS | actives 0.47% (n = 330,000) | inhibition, % at 20 µM; in the data active = inhibition above about 45%, passing the limit was not always enough
# Target sequence (P61088 whole entry, looked up): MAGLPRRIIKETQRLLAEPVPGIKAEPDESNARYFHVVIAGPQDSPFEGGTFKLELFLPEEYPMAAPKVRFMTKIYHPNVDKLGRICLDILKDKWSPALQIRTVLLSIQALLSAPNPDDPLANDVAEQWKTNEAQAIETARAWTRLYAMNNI
# Apaf1 inhib: inhibitors of human Apaf-1 apoptosome, primary screen, biochemical, DEVD-Rh110 fluorescence, uHTS. actives 0.71% (n = 330,000). reconstituted apoptosome caspase-3 activity. AID 489030, 2010. inhibition, % at 20 µM. Apoptotic protease-activating factor 1 (Homo sapiens), O14727; active = inhibition of at least 40% at 20 µM;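 also: plate controls were DMSO wells for no effect and DEVD-CHO caspase inhibitor wells for full effect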
#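 Material: biochemical Apaf-1 apoptosome reconstitution. Medium: Hepes buffer, pH 7.5. Also added: cytochrome c activation, bis-DEVD rhodamine 110 substrate. Timing: 30 min compound preincubation, 50 min activation, room temperature. Measured by: rhodamine 110 fluorescence at Ex 480/Em 540 nm.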
# SENP8 block-2: SENP8 protease inhibitors, primary screen, biochemical, luminescence; AID 2540, 2010; purified SENP8, Z-RLRGG-aminoluciferin cleavage; Sentrin-specific protease 8 (Homo sapiens), Q96LD8; inhibition, % at 10 µM; actives 1.2% (n = 330,000); in the data active = inhibition above about 50%
# Numbers without * were called inactive; . = not tested or not shown.
SMILES,SENP1 inh,APOBEC3G inh,SENP6 block,SENP8 block-1,SENP7 inh,UBC13 inh,Apaf1 inhib,SENP8 block-2
O=C(/C=C/c1ccccc1)NCCC1=CCCCC1,-4,3,11,6,2,0,9,-3
CCCCC(=O)Nc1ccc(NC(=O)c2ccccc2[N+](=O)[O-])cc1OC,-1,1,9,27,5,-1,1,10
Cc1ccc(C)c(Cn2nnc3c(=O)[nH]c(C4CCCN(C(=O)CC(C)C)C4)nc32)c1 (stereo not drawn),0,-4,-13,8,-14,-7,28,-13
COc1ccccc1C1NC(=O)CCC1[N+](=O)[O-] (stereo not drawn),-1,-1,2,12,7,-3,1,1
O=c1[nH]c2ccccc2c(=O)n1Cc1ccccc1,2,-4,-11,-313,-5,15,5,-4
O=C(NNC(=O)C1CCN(c2ncccn2)CC1)c1ccc(Cl)cc1,-1,-8,-5,-76,1,3,0,-5
CCCc1nn2c(=O)cc(COc3ccc(NC(=O)c4ccco4)cc3)nc2s1,4,-1,7,-117,3,4,-5,0
COc1ccc(N2CC(C(=O)N3CCC4(CC3)CC(=O)c3ccccc3O4)CC2=O)cc1 (stereo not drawn),0,0,-10,-87,-1,-4,3,2
COc1ccc(S(=O)(=O)NCc2ccccn2)c(C)c1C,3,-6,-2,13,11,-2,-4,-8
O=C(Nc1ccccc1)N1CCCC1,1,-2,-19,7,2,2,-6,-1
CO/N=C/C(=N\Nc1ccccc1)C(=O)c1ccccc1,0,-6,-8,6,3,-6,13,-2
CC(=O)N1CCc2cc(S(=O)(=O)CCC(=O)Nc3c(C)n(C)n(-c4ccccc4)c3=O)ccc21,-3,-2,-14,8,-3,5,7,-12
CCn1ncc(C(=O)Nc2cccc(Cl)c2)c1C,3,-5,18,18,4,-1,-6,-13
CC(C)C(NC(=O)c1ccccc1)C(=O)OCC(=O)N1CCCCC1 (stereo not drawn),1,-6,2,10,4,2,-4,-3
O=C(Nc1cccnc1)C12CC3CC(CC(C3)C1)C2,2,0,-24,9,-3,21,-9,1
O=C(CSc1ccccn1)c1ccc(F)cc1,4,-5,23,1,4,-2,-20,6
COc1ccccc1/C=C/CN1CCC(n2nccc2NC(=O)CCc2ccccc2)CC1,-7,-2,-1,-7,0,14,11,6
O=S(=O)(c1cccc(F)c1)N1CCN(Cc2ccc3c(c2)OCO3)CC1,3,-1,4,6,7,9,3,2
CCOC(=O)C1=C(C)NC(C)=C(C(=O)OCC)C1C(=O)OCC(=O)NCCc1ccccc1,-7,-6,0,-483,6,12,9,-10
CC(C)(C)c1ccc(C(=O)NCCn2c(N)c(C#N)c3nc4ccccc4nc32)cc1,-25,0,20,-402,7,-9,22,4
CCOC(=O)CNC(=O)CSc1nnc(SCC(=O)NCC(=O)OCC)s1,2,-9,9,1,0,10,-11,5
Cc1ccccc1CCN(C(=O)c1csnn1)C(C(=O)NC1CCCC1)c1ccco1 (stereo not drawn),2,-15,17,0,0,5,13,-1
COc1ccccc1-c1ccc(SCC(=O)N2CCOCC2)nn1,0,-3,-1,16,11,-10,2,-2
Cc1ccc(O)c(-c2cc(-c3ccc(F)cc3)no2)c1,0,-4,77*,-314,81*,3,5,57*
Cc1ccc(NS(=O)(=O)c2ccc3c(c2)n(C)c(=O)n3C)c(C)c1,-1,-5,6,14,-3,-5,4,-4

# 3 compounds out of the list, arranged by molar mass, falling:
SMILES,SENP1 inh,APOBEC3G inh,SENP6 block,SENP8 block-1,SENP7 inh,UBC13 inh,Apaf1 inhib,SENP8 block-2
CCOC(=O)C1=C(C)NC(C)=C(C(=O)OCC)C1C(=O)OCC(=O)NCCc1ccccc1,-7,-6,0,-483,6,12,9,-10
COc1ccc(S(=O)(=O)NCc2ccccn2)c(C)c1C,3,-6,-2,13,11,-2,-4,-8
O=C(/C=C/c1ccccc1)NCCC1=CCCCC1,-4,3,11,6,2,0,9,-3

# New compounds follow.
SMILES,SENP1 inh,APOBEC3G inh,SENP6 block,SENP8 block-1,SENP7 inh,UBC13 inh,Apaf1 inhib,SENP8 block-2
CCc1cccc(CC)c1NC(=O)Cn1c(-c2ccccc2Cl)nc2ccccc21,1,-8,-5,22,-1,-4,-13,4
COc1ccccc1CNC(=O)COC(=O)c1ccc(C)c(S(=O)(=O)N2CCCCC2)c1,0,-7,7,-3,0,1,8,-7
CC(C)Cn1c(N)c(C(=O)COC(=O)CCNS(=O)(=O)c2ccccc2)c(=O)n(C)c1=O,-6,-2,-6,0,8,1,2,-8
O=C(CCCOC(=O)c1cccnc1Cl)c1ccc(Br)cc1,1,-4,-20,-2,-2,7,13,5
COc1cccc2c(=O)c(SC(F)(F)C(F)C(F)(F)F)c(C)[nH]c12 (stereo not drawn),2,-2,2,-44,1,8,-1,0
O=C(O)C=C1CCN(c2ncc(C(F)(F)F)cc2Cl)CC1,-1,-1,-15,18,-6,6,7,-6
Cc1cccc(OCC(=O)N/N=C/c2ccc3c(c2)OCO3)c1,3,-4,-14,-3,3,4,5,-3
O=C(CCc1nnc(-c2ccc3c(c2)OCO3)o1)NC(c1cccnc1)C(F)(F)F (stereo not drawn),3,-7,-6,4,-5,9,-8,0
Cc1ccc(C)c(CSCc2nc3ccccc3[nH]2)c1,-24,-2,31,-170,7,4,15,1
COC(=O)[C@@H]1Cc2c([nH]c3ccccc23)C2CCC(=O)N21 (stereo partly drawn),-25,-4,14,-31,-1,5,0,-1
CCOC(=O)C[C@H]1c2ccc(C(F)(F)F)cc2S(=O)(=O)N1c1ccccc1,0,-4,-4,-2,1,0,6,-4
COCCn1c(-c2ccc(NC(C)=O)cc2)nc2c1c(=O)[nH]c(=O)n2CC(C)C,0,-4,0,-317,-7,4,6,-3
COc1ccc(Br)cc1/C=C/c1ccc2cccc(O)c2n1,2,-3,-3,-25,-1,-18,19,-7
Cc1cc(C)cc(OCC(=O)OCC(=O)Nc2cc(S(=O)(=O)N3CCOCC3)ccc2C)c1,2,-5,-14,1,-8,-14,9,-17
CCNC(=O)COc1ccc(/C=C2\COc3ccccc3C2=O)cc1OC,1,-1,-23,-20,-7,1,9,-10
Cc1cc(N/N=C/c2ccccc2O)c2ccccc2n1,28,17,-24,-23,8,4,30,-6
COc1ccc(OCc2cc(C(=O)NC(C)c3cnn(C)c3)no2)c(Cl)c1 (stereo not drawn),-1,-6,-7,-1,0,12,1,-3
Cc1ccc(S(=O)(=O)NCCN2CCOCC2)s1,1,-3,14,5,-3,1,-2,1
O=C1CCCCN1CC(=O)N1CCCC(N2CCN(c3ccccc3F)CC2)C1 (stereo not drawn),0,-5,9,10,-3,0,-1,3
COc1ccccc1-c1nn(-c2ccccc2)cc1C(=O)NC1CC1,1,-5,7,4,0,3,-3,-1
Cc1nc(SCC(=O)Nc2nc3ccccc3s2)c(C#N)c(C)c1C,-53,-5,-4,0,6,-1,15,0
O=S(=O)(/N=C(/Nc1ccc(F)cc1F)c1ccccc1)c1ccc(Br)cc1,.,-10,1,.,1,-4,-2,1
COc1cc(C(=O)Nc2ccccc2C(=O)Nc2ccccn2)cc(OC)c1OC,0,-4,-36,-84,-14,-5,8,-15
CCn1cc(C(=O)Nc2sc(C)c(C)c2C(=O)OC)cn1,0,0,5,-392,0,29,2,-5
O=C(CSc1nncs1)N1CCN(C(=O)c2ccco2)CC1,1,-3,-14,12,0,-1,4,-4

# Carrying on.
SMILES,SENP1 inh,APOBEC3G inh,SENP6 block,SENP8 block-1,SENP7 inh,UBC13 inh,Apaf1 inhib,SENP8 block-2
O=C(O)c1cccc(N2C(=O)CSC2=S)c1,-13,-7,10,12,11,2,4,13
CCCn1c(=N)n(CCOc2ccc(OC)cc2)c2ccccc21,0,3,-1,24,-3,4,-4,3
Cc1ccc(C)c(NS(=O)(=O)c2cc(C(=O)Nc3ccccc3-c3ccccc3)ccc2C)c1,1,-7,5,15,-8,-10,16,-7
O=C(CSCc1ccccc1Cl)NN1C(=O)c2ccccc2C1=O,0,-4,-4,13,-3,1,-9,3
CCCCN(C(=O)c1ccc(N(C)S(=O)(=O)c2ccc(C)cc2)cc1)c1c(N)n(CCC)c(=O)[nH]c1=O,2,0,-4,4,-1,-1,8,-5
Cc1nn(C(C)C)c(C)c1CN1CCC(C(=O)Nc2cccc(-c3cccc(F)c3)c2)CC1,1,-5,-13,6,0,5,26,-8
COc1cc2c(cc1OC)C(c1cccc(Cl)c1Cl)CC(=O)N2 (stereo not drawn),-3,-5,8,8,1,5,0,2
COc1ccc(CNCC(O)COCc2cccs2)cc1 (stereo not drawn),3,-2,2,19,-4,9,-8,-1
Cc1ccc(/C=C2/SC(=S)N(CCC(=O)NCCCN3CCOCC3)C2=O)cc1,2,-5,10,13,-11,-8,4,-2
COC(=O)c1ccc(N2CCN(S(=O)(=O)c3ccc4ccccc4c3)CC2)c([N+](=O)[O-])c1,1,-1,-8,23,-5,-3,5,-4
O=C(COC(=O)c1cc2c(s1)CCCC2)Nc1ccc(Cl)cn1,-1,-1,-5,1,-2,-9,-1,-5
O=C(NC1CCCC1)C(c1ccncc1)N(Cc1ccccc1F)C(=O)c1csnn1 (stereo not drawn),-2,-6,-15,-6,-3,-4,4,-8
CCCC(=O)Nc1ccc2c(c1)nc(CCN1CCCCC1)n2C,1,3,-19,1,5,-6,-15,0
O=C(/C=C1\SC(=O)NC1=O)Nc1ccc(C(=O)O)cc1,4,-8,12,14,-5,-11,2,-15
O=C(Nc1cc(F)c(Br)cc1F)c1ccc(Cl)cc1,2,-5,-11,5,29,-1,-6,-6
COc1ccc(N(CC(=O)NCc2ccc(F)cc2)C(=O)c2snc(C(N)=O)c2N)cc1,-1,-7,-46,-72,-2,16,-1,-7
N#Cc1ccc(CSc2nnc(-c3ccccc3)n2Cc2ccco2)cc1,0,-4,12,15,6,13,-4,8
CN(CCCNC(=O)CSc1cc(=O)n(C)c2cc(Cl)ccc12)Cc1ccccc1,0,-2,8,-19,75*,8,3,3
Cc1ccc(CNc2ccc(N3CCN(C)CC3=O)cc2)cc1,-3,-10,-11,-3,-3,-4,11,-11
CSc1ccc(COC(=O)c2cc([N+](=O)[O-])ccc2N2CCOCC2)cc1,-2,-3,-4,17,-7,1,14,8
COc1cc(NS(=O)(=O)c2ccc3c(c2)NC(=O)CO3)cc(OC)c1,2,3,8,19,-4,21,-7,0
COc1cccc(CNC(=O)C2CCC(CNS(=O)(=O)c3cccc4cccnc34)CC2)c1 (stereo not drawn),1,1,-1,12,-2,0,9,-1
CCOC(=O)N1CCC(NC(=O)c2cc(-c3ccc(OC)cc3)nc3ccccc23)CC1,-1,-7,-12,-367,5,25,3,-7
CSCCC(NS(=O)(=O)c1ccc2[nH]c(=O)c(=O)[nH]c2c1)C(=O)O (stereo not drawn),-4,-2,3,-24,-5,-7,14,-11
CCOC(=O)c1nc(NNC(=O)c2ccc([N+](=O)[O-])cc2)sc1C,0,-2,20,41*,5,-40,-2,-2

# Single records, as listed above:
# Cc1cc(C)cc(OCC(=O)OCC(=O)Nc2cc(S(=O)(=O)N3CCOCC3)ccc2C)c1 as listed: SENP1 inh: 2; APOBEC3G inh: -5; SENP6 block: -14; SENP8 block-1: 1; SENP7 inh: -8; UBC13 inh: -14; Apaf1 inhib: 9; SENP8 block-2: -17
# N#Cc1ccc(CSc2nnc(-c3ccccc3)n2Cc2ccco2)cc1 as listed: SENP1 inh: 0; APOBEC3G inh: -4; SENP6 block: 12; SENP8 block-1: 15; SENP7 inh: 6; UBC13 inh: 13; Apaf1 inhib: -4; SENP8 block-2: 8
